Compound activity deposited in PubChem by National Center for Advancing Translational Sciences (NCATS).
B2AR arrestin ag – beta-arrestin recruitment by human beta2-adrenergic receptor ligands. AID 1347077. Potency, µM (top dose mostly 46.1 µM), inactives show at the top dose activation, most hits filed as activators. 44,000 tested, under 10 active. HTLA Tango cells, beta-arrestin recruitment, luciferase luminescence, 18 h;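 note: potency is the fitted concentration of half-maximal effect; 0% = DMSO and full agonism = EC100 isoproterenol or metaproterenol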
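Receptor–beta-arrestin recruitment read by tTA-responsive luciferase: compound titrations (up to 46 µM) incubated 18 h with Tango cells, then luminescent substrate 15 min at room temperature. Concentration-response fits classified by r2, efficacy and activity.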
p53null 32C kill – p53 null cell cytotoxicity, permissive temperature | hit rate 0.62% among 55,000 | Potency, µM (series often up to 46.1 µM), without a hit: at the top dose activity change, negative = cytotoxicity, hits mostly cytotoxic | H1299-neo p53 null cells, ATP luminescence, 24 h, 32C;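 note: potency is the fitted concentration of half-maximal effect; 0% = DMSO only and -100% = full killing by 100 µM tamoxifen; nearly all actives have a fitted effect of over 55% in size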
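Luminescent ATP readout gave cell viability of p53-null H1299-neo cells after a 24 h compound exposure at the permissive 32C. Titrations ran up to 46 uM, and AC50s were fitted with the standard Hill equation.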
TSG101-PTAP inh – TSG101-PTAP interaction inhibition, HIV-1 budding; Q99816; Fluorescence polarization, FITC-PTAP peptide/Tsg101, 20 min; Potency, µM (highest dose often 115 µM), for inactives: at the highest dose activity change, negative = inhibition, actives largely listed as inhibitors; 44,000 tested, under 10 active; note: potency is the fitted concentration of half-maximal effect; 0% is about no effect
Target sequence (Q99816 whole entry, looked up): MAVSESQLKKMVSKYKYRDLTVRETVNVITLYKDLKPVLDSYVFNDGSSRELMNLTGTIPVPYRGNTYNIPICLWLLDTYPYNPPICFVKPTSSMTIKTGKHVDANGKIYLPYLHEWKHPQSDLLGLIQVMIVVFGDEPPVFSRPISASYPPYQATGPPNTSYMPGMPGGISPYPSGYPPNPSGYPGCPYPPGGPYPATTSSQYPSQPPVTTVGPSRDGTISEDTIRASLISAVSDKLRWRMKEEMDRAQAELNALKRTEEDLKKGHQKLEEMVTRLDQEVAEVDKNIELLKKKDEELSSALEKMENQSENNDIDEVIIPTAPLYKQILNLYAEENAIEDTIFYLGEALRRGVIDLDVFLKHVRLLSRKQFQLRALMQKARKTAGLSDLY
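Fluorescence polarization: Tsg101 binding domain (10 uM final) in 10 mM HEPES pH 7.5, 0.15 M NaCl, 0.01% Tween 20, 3 mM EDTA, 0.1 mM TCEP; compounds pinned; FITC-PTAP peptide 50 nM final; 20 min, r.t.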
p53null 39C kill – p53 null cell cytotoxicity, nonpermissive temperature. hit rate 0.97% among 55,000. H1299 p53-null (neo) cells, 39C, ATPlite viability, 24 h. Potency, µM (top dose mostly 46.1 µM), inactives show top-dose activity, negative = cell killing, usual class: cytotoxic;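 note: potency is the fitted concentration of half-maximal effect; 0% = DMSO only and -100% = full killing by 100 µM tamoxifen; nearly all actives have a fitted effect of over 50% in size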
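H1299 lung cancer cells, p53-null (H1299-neo) or expressing p53 A138V (H1299-p53A138V), were plated overnight at 37C, then exposed to compounds at up to 46 uM for 24 hr at 39C. Viability was read by ATP-based luminescence.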
GALK inhibitor – GALK (human) enzyme inhibition; recombinant GALK, Kinase-Glo ATP luminescence, 1 h; P51570; 44,000 tested, under 10 active; Potency, µM (highest dose often 57.5 µM), for the others: top-dose activity, negative = inhibition, usual class: inhibitors;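 note: plate controls were full GALK reaction for no effect and reaction lacking GALK for full effect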
Target sequence (P51570 whole entry, looked up): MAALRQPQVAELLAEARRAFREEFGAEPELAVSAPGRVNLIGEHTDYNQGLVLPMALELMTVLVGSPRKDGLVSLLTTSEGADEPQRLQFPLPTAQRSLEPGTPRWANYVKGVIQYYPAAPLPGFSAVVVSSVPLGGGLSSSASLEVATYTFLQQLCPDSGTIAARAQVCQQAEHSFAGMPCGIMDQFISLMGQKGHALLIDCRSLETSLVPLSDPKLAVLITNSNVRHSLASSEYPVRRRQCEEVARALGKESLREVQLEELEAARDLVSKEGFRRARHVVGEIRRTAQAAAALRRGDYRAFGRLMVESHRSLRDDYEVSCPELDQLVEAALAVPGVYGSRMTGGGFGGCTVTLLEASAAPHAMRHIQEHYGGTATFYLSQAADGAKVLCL
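5 nM GALK with 35 µM ATP and 100 µM galactose in HEPES pH 8.0, MgCl2, NaCl, DTT, BSA; 1 h RT reaction, remaining ATP detected by Kinase-Glo Plus luminescence after 10 min; qHTS concentration series.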
FH mod – Identification of activators of human fumarate hydratase by quantitative high-throughput screening. Fumarate hydratase, mitochondrial (Homo sapiens), P07954. FH coupled MDH/diaphorase resazurin fluorescence, 15 min. Potency, µM (doses to about 79.9 µM), for inactives: at the top dose activity change, negative = inhibition, usual class: inhibitors. hit rate 0.22% among 54,000. AID 1347055, 2019; note: potency is the fitted concentration of half-maximal effect; % is set by controls: 0 for no effect and ±100 for the full control effect; the screen sought activators but most active calls are inhibition curves; nearly all actives have a fitted effect of over 45% in size
NTMT1 inhibitor – blocks human N-terminal methyltransferase 1 activity; hit rate 2.5% among 59,000; AID 1645870; NTMT1 MTase-Glo SAH luminescence, purified enzyme; Potency, µM (top dose mostly 114 µM), inactives show top-dose activity change, negative = inhibition, actives largely listed as inhibitors;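 note: potency is the fitted concentration of half-maximal effect; plate controls were DMSO vehicle for no effect and no enzyme for full effect; nearly all actives have a fitted effect of over 65% in size; many of its hits are not listed in these tables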
Target sequence (Q9BV86 whole entry, looked up): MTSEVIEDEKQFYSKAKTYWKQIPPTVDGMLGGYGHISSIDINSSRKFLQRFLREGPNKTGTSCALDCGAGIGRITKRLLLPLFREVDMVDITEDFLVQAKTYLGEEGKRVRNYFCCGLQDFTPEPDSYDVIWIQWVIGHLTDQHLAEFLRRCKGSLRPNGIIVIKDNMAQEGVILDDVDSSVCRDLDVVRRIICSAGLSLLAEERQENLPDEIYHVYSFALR
An asterisk follows results filed as active; ? = inconclusive; . = no result given; [ ] = another dose, or the depositor's remark. Calls come from the whole dose curve; as a rule, active = well fitted curve in the direction sought with a large enough effect; inconclusive = small, poorly fitted or top-dose-only effect, or another doubt; inactive = no such curve, though single readings can be large; an effect the other way counts as inactive or inconclusive. Not all compounds are listed. The share of hits here may be higher or lower than overall.

Every second line gives: B2AR arrestin ag, p53null 32C kill, TSG101-PTAP inh, p53null 39C kill, GALK inhibitor, FH mod, NTMT1 inhibitor
> Cc1ccc(C(=O)Nc2ccc(C(=O)OCc3cc(=O)n4c5c(sc4n3)CCCC5)cc2)cc1
    0%, -3%, 5%, 4%, -1%, -10%, -6%
> COc1ccc(N(Cc2cccs2)C(=O)Nc2ccccc2)cc1
    1%, -11%, 2%, -4%, 0%, -17%, 15%
> CCC(C(=O)N(C)Cc1ccccc1)n1nc(C)c2sc3ccccc3c2c1=O (stereo unspecified)
    -1%, -2%, 0%, 8%, -13%, 10%, -11%
> CCc1cccc(C)c1NC(=O)c1cc(S(=O)(=O)N2CCC3(CC2)OCCO3)ccc1F
    -1%, -1%, 1%, 16%, 1%, -15%, -8%
> CCN(CC)S(=O)(=O)c1ccc2c(c1)nc(CN(C)C(=O)Nc1cccc(Cl)c1)n2C
    0%, -2%, -6%, -8%, 3%, -18%, 4%
> CC(=O)c1c(C)oc2ccc(N(C(=O)Oc3ccccc3)S(=O)(=O)c3ccccc3)cc12
    -2%, 7%, -5%, 16%, 0%, -1%, 29%
> COc1ccc(C)cc1NC(=O)Nc1cccc(-c2noc(C)n2)c1
    -1%, -11%, -1%, -16%, -5%, -3%, -1%
> COc1cccc(CNC(=O)c2nn(-c3ccccc3Cl)nc2CO)c1
    -2%, -4%, -2%, -10%, 0%, -10%, -3%
> COC(=O)c1ccccc1NC(=O)c1ccc2c(Cl)c3c(nc2c1)CCCC3
    1%, -2%, 1%, -14%, -2%, -3%, 10%
> COC(=O)c1c(NC(=O)c2ccc(OC)cc2OC)sc2c1CCCCC2
    -2%, -4%, 1%, -19%, 3%, -7%, -9%
> c1ccc(-n2ncc3c(NC4CCCC4)ncnc32)cc1
    3%, 16µM*, -5%, ?, -2%, -22%, -21%
> CCOc1ccc(NC(=O)C2CC(=O)NC(=Nc3ccc(Cl)c(Cl)c3)S2)cc1 (stereo unspecified)
    1%, -1%, 1%, 23%, 0%, 5%, -4%
> CC(=O)N1CCCc2cc(S(=O)(=O)N3CCCC(C(=O)NCc4ccc(Cl)cc4)C3)ccc21 (stereo unspecified)
    0%, -4%, 0%, -1%, -7%, -19%, -6%
> O=C(NCC(c1ccco1)S(=O)(=O)c1cccs1)c1ccc(F)cc1 (stereo unspecified)
    1%, -7%, 2%, 6%, -2%, 10%, -3%
> COc1ccccc1NC(=O)C1=C(C)Nc2ncnn2C1c1ccc[nH]1 (stereo unspecified)
    1%, -2%, -1%, 5%, 2%, -15%, ?
> COc1cc(OC)cc(-n2c(=O)c3sccc3n(Cc3cc(=O)n4c(C)cccc4n3)c2=O)c1
    0%, 9%, -13%, -5%, -1%, -11%, -7%
> CN(C(=O)c1cc2nc(-c3ccc4c(c3)OCO4)cc(C(F)(F)F)n2n1)c1ccc(OC(F)(F)F)cc1
    0%, -14%, -5%, -2%, 6%, -16%, 0%
> CC1CCCCN1Cc1c(O)ccc2c(=O)c(-c3ccc(Cl)cc3)coc12 (stereo unspecified)
    -1%, 7%, -1%, 15%, -1%, -6%, 10%
> Cc1ccc(CNc2ccc3cc(S(=O)(=O)N4CCCCC4)ccc3n2)cc1
    0%, -5%, 2%, 22%, -1%, ?, 6%
> Cc1c2cnn(CC(=O)NC(C)C)c(=O)c2c(C)n1Cc1ccccc1Cl
    -3%, -1%, -3%, -9%, -14%, -10%, 20%
> Cc1ccc(CNC(=O)Cn2c(-c3cccs3)cc3cc(Cl)ccc32)cc1
    -1%, -6%, 0%, -6%, 1%, -17%, 7%
> CCOc1ccc(CCNC(=O)c2cnc3c(-c4ccc(F)cc4)c(C)nn3c2C)cc1OCC
    2%, -8%, 0%, -15%, -1%, -10%, 5%
> CCOC(=O)c1ccc(NC(=O)CN2C(=O)c3cccnc3Sc3ccccc32)cc1
    3%, 3%, 0%, 4%, 0%, -10%, -5%
> COc1ccc(NC(=O)CSC2=Nc3ccccc3C3=NC(CC(=O)NCc4ccc(F)cc4)C(=O)N23)cc1 (stereo unspecified)
    -1%, 1%, -1%, 8%, 1%, -19%, 3%
> CC(C(=O)NCc1ccccc1)n1ccc2cc(S(=O)(=O)N3CCCC3)ccc21 (stereo unspecified)
    0%, -5%, -1%, -3%, 0%, 7%, 5%
> CC(=O)Nc1cc(C(=O)NCc2ccc(F)cc2Cl)ccc1Sc1ccc(Cl)cc1
    0%, 29%, -4%, -4%, 0%, -17%, 18%
> COc1ccc(N2CCN(C(c3ccccc3)c3sc4nc(-c5ccco5)nn4c3O)CC2)cc1 (stereo unspecified)
    -4%, 13%, -4%, 25%, -3%, -17%, 6%
> Cc1cccc(N2C(=O)CSC23C(=O)N(CC(=O)NCc2ccccc2Cl)c2ccccc23)c1 (stereo unspecified)
    10%, 3%, 0%, 11%, -2%, ?, -1%
> Cn1c(=O)cc(OCC(=O)N2CCN(c3ccccc3)CC2)c2ccccc21
    0%, -6%, 0%, -5%, 1%, 2%, 10%
> COc1ccc(CC2C(=O)Nc3ccc(Br)cc32)cc1OC (stereo unspecified)
    -3%, -7%, -1%, 5%, 5%, -19%, -3%

Record cards, from the list above. Values in the order: B2AR arrestin ag, p53null 32C kill, TSG101-PTAP inh, p53null 39C kill, GALK inhibitor, FH mod, NTMT1 inhibitor
`COc1cccc(CNC(=O)c2nn(-c3ccccc3Cl)nc2CO)c1` is listed with -2%, -4%, -2%, -10%, 0%, -10%, -3%
`CCOc1ccc(CCNC(=O)c2cnc3c(-c4ccc(F)cc4)c(C)nn3c2C)cc1OCC` is listed with 2%, -8%, 0%, -15%, -1%, -10%, 5%
`CC(=O)c1c(C)oc2ccc(N(C(=O)Oc3ccccc3)S(=O)(=O)c3ccccc3)cc12` is listed with -2%, 7%, -5%, 16%, 0%, -1%, 29%

The listing continues:
Every second line gives: B2AR arrestin ag, p53null 32C kill, TSG101-PTAP inh, p53null 39C kill, GALK inhibitor, FH mod, NTMT1 inhibitor
> Cc1ccc(CN2CCCn3nc(C(=O)NCc4ccc(N(C)C)cc4)cc3C2=O)cc1
    -1%, 0%, -4%, 13%, -1%, -9%, -5%
> O=C(Nc1ccc(Br)cc1F)N1CCC2(CC1)Oc1ccccc1C(=O)N2Cc1ccccc1F
    0%, 2%, 2%, 3%, 4%, ?, -1%
> CCCc1cc(=O)[nH]c(SCc2nc(-c3ccc(OC)cc3)no2)n1
    -1%, 1%, 3%, -10%, 0%, -9%, ?
> COc1ccc(CCNC(=O)CCc2c(C)c3cc4c(C)c(C)oc4cc3oc2=O)cc1OC
    0%, -4%, 2%, -16%, 1%, 11%, ?
> Cc1cccc(-c2nc3c4ccccc4nc(NCCc4ccccc4)n3n2)c1
    1%, -29%, 0%, -13%, -1%, -10%, 9%
> CC(C)c1ccc(NC(=O)C2CCCN(S(=O)(=O)c3ccc4[nH]c(=O)oc4c3)C2)cc1 (stereo unspecified)
    -1%, -6%, 1%, -22%, 3%, -7%, 8%
> COc1ccc(-c2c(C)nn3c(C(F)(F)F)cc(-c4ccccc4)nc23)cc1
    -2%, 0%, -4%, -18%, 1%, -15%, 12%
> COc1cc(CNCCSc2nnnn2C)ccc1OCc1ccccc1
    0%, 7%, -5%, -22%, -1%, 2%, ?
> O=C(CSc1nc2c(oc3ccccc32)c(=O)n1Cc1ccco1)Nc1ccccc1
    1%, -2%, 3%, -9%, 5%, -13%, ?
> CCOC(=O)c1ccc(NC(=O)CC2NCCNC2=O)cc1 (stereo unspecified)
    1%, 1%, -7%, -13%, 2%, -6%, 12%
> COC(=O)c1ccc2nc(C)cc(Nc3cccc(Cl)c3C)c2c1
    8%, -13%, -4%, -1%, 1%, -1%, 16%
> CCCCn1cc(S(=O)(=O)c2ccc(F)cc2)c(=O)c2ccccc21
    1%, ?, 0%, -9%, 5%, 1%, -20%
> COc1ccc(Nc2nc(-c3cccc(Cl)c3)c3c(n2)-c2ccccc2OC3)cc1
    -2%, -6%, -1%, 2%, 4%, 2%, -1%
> CCN(CC)c1nc2ccccc2nc1C(=O)Nc1cccc(C(C)=O)c1
    -1%, 3%, -10%, 2%, 0%, -31%, -1%
> CCOc1ccc(CC(=O)NCCS(=O)(=O)N2CCN(c3ccccc3OC)CC2)cc1
    0%, -1%, -10%, -7%, -2%, 3%, -4%
> Cc1nnc(N2CCCC(C(=O)NCCN(C)C)C2)c2nn(-c3ccccc3)c(C)c12 (stereo unspecified)
    1%, -2%, -2%, -3%, 3%, -28%, ?
> COc1cc(Cl)c(C)cc1NC(=O)Cn1cc(S(=O)(=O)N2CCN(c3ccccc3F)CC2)c2ccccc2c1=O
    -2%, 3%, 1%, -16%, 0%, -10%, 7%
> Nc1c(-c2nc(-c3ccc(F)cc3)cs2)c2ccccn2c1C(=O)c1ccc2c(c1)OCO2
    -2%, 7%, -7%, -2%, 7%, 10%, -8%
> COc1ccc(CNS(=O)(=O)c2cc(Br)cc3c2N(C(C)=O)C(C)C3)cc1 (stereo unspecified)
    1%, -4%, 3%, 2%, 7%, -32%, -5%
> COC(=O)c1sccc1S(=O)(=O)N(CC(=O)Nc1ccccc1)c1ccccc1
    7%, 12%, -5%, -11%, -4%, -6%, -14%
> Cc1nc2ccn(Cc3ccco3)c(=O)c2cc1C(=O)NCc1ccc(F)cc1
    7%, 13%, 0%, -27%, -1%, ., .
> CCCn1c2ccc(F)cc2c2nnc(SCCN(CC)CC)nc21
    -1%, 7%, -1%, -6%, -4%, -2%, -6%
> CCOC(=O)c1ccc(N2C(=O)c3n[nH]c(-c4ccco4)c3C2c2ccc(OCC)cc2)cc1 (stereo unspecified)
    1%, 32%[activator], -2%, 40%[activator], 5%, ?, 20%
> CCOC(=O)C1(C)C=C(Nc2ccc(C(=O)O)cc2)C(=O)N1c1ccc(C(=O)O)cc1 (stereo unspecified)
    -2%, 1%, -2%, -4%, -2%, -6%, 11%
> CC(=O)OCc1cnc(C)c2oc(=O)c(C(=O)Nc3ccc(C)cc3Cl)cc12
    -1%, 3%, 0%, -2%, 0%, 3%, 9%
> COc1ccccc1-c1noc(-c2ccc(NC3CCCCC3)c([N+](=O)[O-])c2)n1
    -3%, -10%, -4%, -14%, -1%, -3%, -5%
> O=C1N(Cc2ccccc2)c2ccccc2C1(O)c1c[nH]c2ccccc12 (stereo unspecified)
    1%, 14%, -5%, -12%, 6%, -17%, 4%
> CCOC(=O)c1ccc(Nc2c(-c3cccc(O)c3)nc3nc[nH]n23)cc1
    -3%, 6%, 2%, 31%[activator], -8%, -23%, ?
> O=C(c1ccccc1)N(Cc1ccco1)Cc1cccs1
    -2%, -6%, -6%, -19%, 1%, -3%, 2%
> O=C(c1ccc(F)cc1)n1nc(-c2ccc(Cl)cc2)nc1NCc1ccco1
    0%, 6%, -4%, -17%, 1%, -16%, 24%
> C=CCC(CC=C)(CNC(=O)C(=O)Nc1cc(C)ccc1OC)c1ccc(OC)c(OC)c1
    -2%, -11%, 0%, 4%, 6%, -5%, -2%
